# hcDAF-12 act = activators of H. contortus DAF-12 nuclear receptor; AID 652067; 370,000 compounds, 1.4% hits; activation, % at 6.8 µM; HEK293 hcDAF-12 lit1-tk-luc reporter, luminescence; 0% DMSO, 100% Δ7-dafachronic acid;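 active = activation above the mean of all tested compounds plus 3 SD, cut at about 5.5% in these data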;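 note: 100% = response to 3 µM Δ7-dafachronic acid high control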
# ADAM10 inh = inhibitors of human ADAM10; AID 720582; inhibition, % at 7 µM; recombinant ADAM10, EDANS/DABCYL FRET peptide cleavage, 3 h; 370,000 compounds, 0.62% hits;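 active = inhibition above a per-campaign cutoff equal to the mean of compounds falling between control-based bounds plus 3 SD, cut at about 20% in these data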;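 note: 0% = DMSO wells while the 100% control is not disclosed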
# ADAM17 inh = inhibits human ADAM17; P78536; recombinant ADAM17, EDANS/DABCYL FRET peptide cleavage; inhibition, % at 6.95 µM; 370,000 compounds, 0.83% hits; AID 720648;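 active = inhibition above the mean of compounds lying between control limits plus 3 SD, set per campaign, cut at about 8.5% in these data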;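 note: 0% = DMSO-only wells as the low control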
# Target sequence (P78536 215-824 limits assumed): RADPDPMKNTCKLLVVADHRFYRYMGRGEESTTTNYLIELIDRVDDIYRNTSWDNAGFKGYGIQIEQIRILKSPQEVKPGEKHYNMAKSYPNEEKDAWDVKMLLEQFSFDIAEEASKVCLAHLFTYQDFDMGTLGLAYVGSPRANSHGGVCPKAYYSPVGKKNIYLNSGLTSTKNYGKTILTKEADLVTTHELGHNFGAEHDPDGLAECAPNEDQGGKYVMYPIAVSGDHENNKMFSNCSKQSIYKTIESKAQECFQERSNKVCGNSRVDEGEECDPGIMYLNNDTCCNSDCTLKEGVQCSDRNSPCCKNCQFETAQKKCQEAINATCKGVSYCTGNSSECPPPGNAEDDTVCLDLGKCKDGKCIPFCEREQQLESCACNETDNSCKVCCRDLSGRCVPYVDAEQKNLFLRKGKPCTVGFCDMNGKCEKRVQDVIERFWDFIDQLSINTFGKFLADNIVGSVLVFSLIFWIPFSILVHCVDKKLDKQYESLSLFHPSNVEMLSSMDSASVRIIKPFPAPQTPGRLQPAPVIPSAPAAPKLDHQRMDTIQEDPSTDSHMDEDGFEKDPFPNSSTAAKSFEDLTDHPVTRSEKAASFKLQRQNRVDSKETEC
# hgDAF12 agonist = activates the H. glycines DAF-12 receptor ligand-binding domain; activation, % at 6.8 µM; AID 687014; HEK293 GAL4-hgDAF12 UAS-luciferase reporter, agonist luminescence; normalized to butyrate control; 370,000 compounds, 1.8% hits;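 active = activation above a cutoff set at the mean of all screened compounds plus 3 SD, cut at about 10% in these data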;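 note: 0% = DMSO wells and 100% = sodium butyrate wells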
# DAX1 inh-1 = DAX1 (NR0B1) inhibition, primary screen; 370,000 compounds, 1.1% hits; HEK293T StAR-luciferase reporter, SF-1/DAX-1 repression relief; AID 652010; inhibition, % at 6.8 µM;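 active = inhibition above the mean over all tested compounds plus 3 SD, cut at about 3.6% in these data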;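 note: 0% = DAX-1 cells with DMSO and 100% = cells lacking DAX-1 with DMSO; higher inhibition means more luminescence from relief of DAX-1 repression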
# ssDAF-12 act = activates DAF-12 receptor from parasite S. stercoralis; HEK293 ssDAF-12/GRIP1 lit1-tk-luc reporter, luminescence; % of 3 µM dafachronic acid response; activation, % at 6.8 µM; 370,000 compounds, 1% hits;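 active = activation above the mean over all tested compounds plus 3 SD, cut at about 0.9% in these data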;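 note: 0% = DMSO-only wells and 100% = 3 µM delta7-dafachronic acid wells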
# SMARCA2 act = activators of SMARCA2 function | MG213 cells, MMTV-luciferase reporter, dexamethasone, overnight | activation, % at 9.1 µM | 370,000 compounds, 1% hits; in the data active = activation above about 7.8%;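 note: 0% = vehicle wells and 100% = reference activator wells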
# PG9 binder = PG9 antibody binding by small molecule; 360,000 compounds, 0.43% hits; inhibition, % at 6.7 µM; TR-FRET gp120-PG9 antibody binding; in the data active = inhibition above about 8.5%
# GAA850 FXN act = activators of GAA850 frataxin (FXN) promoter. HEK293 lucGAA850 FXN promoter luciferase reporter, 24 h; percent of 10 µM SAHA response. 360,000 compounds, 0.56% hits. AID 540364. activation, % at 6 µM;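 active = activation above the average of all compounds screened plus 3 SD, cutoff fixed separately per campaign, cut at about 7.5% in these data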;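 note: 0% = DMSO wells and 100% = 10 µM SAHA wells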
# DAX1 inh-2 = inhibitors of human orphan nuclear receptor DAX1 (NR0B1); inhibition, % at 6.75 µM; AID 504766; HEK293 Gal4-DAX1 luciferase reporter, luminescence; P51843; 340,000 compounds, 0.99% hits;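 active = inhibition above the mean over all tested compounds plus 3 SD, cut at about 4.2% in these data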;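 note: 0% = DAX1-transfected cells with DMSO and 100% = empty-vector control cells with DMSO; inhibition shows as a rise in luminescence from relieved DAX1 repression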
# Target sequence (P51843 207-470 limits assumed): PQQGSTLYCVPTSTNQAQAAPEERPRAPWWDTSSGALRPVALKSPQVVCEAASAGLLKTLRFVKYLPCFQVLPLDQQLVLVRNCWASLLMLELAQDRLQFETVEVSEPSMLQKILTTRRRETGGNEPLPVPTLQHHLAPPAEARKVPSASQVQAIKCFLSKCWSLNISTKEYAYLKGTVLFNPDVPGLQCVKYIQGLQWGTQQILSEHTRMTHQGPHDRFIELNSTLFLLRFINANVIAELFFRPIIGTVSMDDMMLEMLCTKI
# NPR1 activator = GC-A (human) enzyme activation. AID 1671463. 370,000 compounds, 0.14% hits. HEK293 GC-A cells, cGMP TR-FRET, EC30 ANP; 0% at EC30 ANP, 100% saturating ANP. activation, % at 10 µM. P16066; in the data active = activation above about 40%
# Active calls of the source: *; i = inactive; . = no result given.
SMILES,hcDAF-12 act,ADAM10 inh,ADAM17 inh,hgDAF12 agonist,DAX1 inh-1,ssDAF-12 act,SMARCA2 act,PG9 binder,GAA850 FXN act,DAX1 inh-2,NPR1 activator
CC(C)C(OC(=O)c1cc2occc2n1C)C(=O)NCc1ccc2c(c1)OCO2 (stereo not given),-1.6,3.1,-0.4,-2.0,0.0,-1.9,0.7,0.2,0.9,1.1,-6.6
Cc1ccc(OCC(=O)Nc2ccc(NC(=O)c3ccccc3)c(C)c2)cc1,2.2,-3.8,-3.8,1.1,0.1,-0.6,2.0,-1.4,-1.9,0.4,2.3
CCOc1ccc(NS(=O)(=O)c2cc(OC)ccc2OC)cc1,-1.1,6.7,0.0,-0.4,-0.4,-1.1,3.4,-2.3,-0.2,-1.4,5.9
CCN(CC)C(=O)c1ccc(COc2ccccc2Cl)o1,-2.6,-4.0,0.6,0.4,0.2,-1.5,-0.7,0.6,3.8,1.0,1.9
CC(=O)Nc1ccc2nc(-c3cccs3)[nH]c2c1,1.2,i,i,4.7,0.9,-0.6,5.3,3.0,7.2,1.4,6.6
CCC(=O)NCCc1nc2cc(NC(=O)c3ccc(F)cc3)ccc2n1C,2.5,-7.4,-2.9,5.6,0.8,-0.4,4.6,-2.4,6.5,2.2,2.5
Cc1ccc(NC(=O)C2CCN(S(=O)(=O)c3cccc4cccnc34)CC2)nc1,1.4,-12.1,-3.7,-4.0,-1.4,-0.7,0.2,0.1,-0.1,0.1,-3.4
COc1ccc2cc(CN(CC3CCCO3)S(=O)(=O)c3ccc(C(C)=O)cc3)c(=O)[nH]c2c1 (stereo not given),1.5,-6.4,-1.6,-1.6,-0.5,-1.5,0.8,-0.8,2.7,0.3,4.4
O=C(/C=C/c1ccc(S(=O)(=O)N2CCOCC2)cc1)NCc1ccccc1Cl,-1.8,3.3,-2.9,-1.5,-0.8,-1.9,-2.3,2.7,0.0,-0.8,3.8
COC(=O)[C@]12C[C@H](CC(=O)N3CCCC3)C(=O)N(CCc3ccc(OC)c(OC)c3)C1=C[C@H](COCc1ccccc1)O[C@@H]2C,-2.2,-4.0,-3.8,-1.7,-1.4,-0.9,-1.1,.,.,.,3.1
CCC1(C)Cc2ccccc2-c2c1c(=O)n(-c1ccc(C)cc1)c1nnnn21 (stereo not given),0.4,-6.9,-3.5,1.6,0.8,-1.4,-3.2,-1.9,0.0,-0.1,3.9
COc1ccc(-c2noc(CNS(=O)(=O)c3ccc(NC(C)=O)cc3)n2)cc1,-2.4,-4.3,-3.7,1.4,-0.5,-0.2,-1.6,0.1,3.5,-0.6,-0.1
CCNC(=O)C1CCCN(C(=O)c2ccccc2F)CC1 (stereo not given),0.6,1.3,2.7,0.0,0.6,-1.5,-0.8,-0.4,0.3,.,2.3
O=C(NCc1ccncc1)c1ccc(-c2ccc(F)c(F)c2)c2ccoc12,-4.9,-13.7,-5.6,-8.3,-5.3,-2.5,-6.0,-1.5,-4.5,.,2.2
O=C(Nc1ccccc1N1CCOCC1)c1csc2c1CCCC2,-0.5,0.7,-2.8,4.1,-0.8,-0.9,-3.9,-1.9,-1.0,-0.7,-1.8
CC(C)CN1C(=O)C(=O)N(CC(=O)Nc2cc(Cl)ccc2Oc2ccccc2)C1=O,-1.8,1.0,1.7,-4.3,0.1,-1.5,-3.1,-1.4,1.0,0.2,-3.0
O=C(Nc1ccc(F)cc1)c1cc2ccccc2o1,6.5*,1.3,-0.5,10.0,1.1,1.6*,3.0,-3.1,4.8,4.3*,6.4
COc1ccc2oc(C(=O)Nc3ccccc3N3CCOCC3)c(C)c2c1,-0.2,-15.4,-0.7,3.1,0.4,-0.7,-0.5,2.2,3.1,-0.4,-5.2
c1cc2c(cnc3cscc32)s1,0.7,-22.9,-7.5,3.3,0.1,-0.4,2.8,-1.6,1.6,-0.4,-2.6
O=C(OCCCCOC(=O)c1ccccc1)c1ccccc1,3.8,-1.9,0.1,-0.3,0.1,-1.1,-0.9,-0.3,1.1,-1.9,0.8
CCN(CC(=O)NCc1ccc(Cl)cc1)C(=O)Cc1ccc(OC)cc1,1.4,-11.9,-0.1,-0.6,0.1,-1.1,-1.1,-0.7,-0.9,-0.3,1.0
Cn1ccc2c(/C=C/c3ccc(F)cc3)cc3c(c21)C1CCC3C1 (stereo not given),-2.5,-66.0,-11.5,-1.3,0.0,-1.4,-1.4,-2.9,.,.,-2.4
Cn1nccc1C(=O)N1CCOCC1,-0.5,7.1,1.3,1.2,0.8,-0.8,-3.7,0.5,-3.3,1.3,-0.1
O=C1CCCN1CC(=O)N1CCCC(N2CCN(c3cccc(Cl)c3)CC2)C1 (stereo not given),2.2,-0.7,-3.4,1.1,0.3,-0.6,1.0,-0.9,2.5,0.9,0.5
CCNc1nc(NC(C)(C)C)nc(Oc2ccc(=O)n(-c3ccccc3)n2)n1,1.5,-6.6,-10.0,-2.0,-0.2,-0.9,-0.3,-0.6,1.2,1.8,3.4
O=C(CSc1n[nH]c(-c2cccnc2)n1)Nc1ccc(Cl)cc1,-1.5,2.9,-1.4,1.2,-0.6,-1.2,-0.7,-2.3,0.1,1.0,0.2
CCN(CC)CC#CCC1(O)c2ccccc2-c2ccccc21,0.7,3.0,-0.8,-0.8,-0.2,-1.1,1.0,0.2,1.2,1.1,-2.2
Cc1cc(C)n2c(Nc3ccc4c(c3)OCCO4)c(C3CC3)nc2n1,-1.1,-20.8,-6.6,-0.8,-1.3,-0.8,4.3,-5.8,.,.,1.0
Cc1ccc(NC(=O)OC(C)CNC(=O)Oc2cccc(C)c2)cc1 (stereo not given),-0.3,9.3,0.0,7.5,2.4,-1.3,11.3*,-1.3,3.6,1.6,-3.2
COC(=O)C1=C(C)N(Cc2cccc(C(F)(F)F)c2)C(=NCc2ccc3c(c2)OCO3)NC1CCc1ccccc1 (stereo not given),-0.5,-14.4,-2.4,-0.6,1.1,-1.0,-2.1,-0.1,.,.,-20.4

# Looked up above.
# In ssDAF-12 act, `Cc1cc(C)n2c(Nc3ccc4c(c3)OCCO4)c(C3CC3)nc2n1` shows -0.8
# In DAX1 inh-1, `COC(=O)[C@]12C[C@H](CC(=O)N3CCCC3)C(=O)N(CCc3ccc(OC)c(OC)c3)C1=C[C@H](COCc1ccccc1)O[C@@H]2C` shows -1.4
# In DAX1 inh-1, `O=C(Nc1ccc(F)cc1)c1cc2ccccc2o1` shows 1.1
# In DAX1 inh-2, `CCC(=O)NCCc1nc2cc(NC(=O)c3ccc(F)cc3)ccc2n1C` shows 2.2
# In ADAM17 inh, `CCC1(C)Cc2ccccc2-c2c1c(=O)n(-c1ccc(C)cc1)c1nnnn21` (stereo not given) shows -3.5

# Remaining list, next part:
SMILES,hcDAF-12 act,ADAM10 inh,ADAM17 inh,hgDAF12 agonist,DAX1 inh-1,ssDAF-12 act,SMARCA2 act,PG9 binder,GAA850 FXN act,DAX1 inh-2,NPR1 activator
CCOc1ccccc1CNC(=O)CCC(=O)N1Cc2ccccc2Oc2ncccc21,-0.8,2.3,0.2,-0.9,-0.1,-0.5,-1.7,-0.4,-0.3,-0.9,-0.7
Clc1ccc(-c2c[nH]c3ccccc23)nn1,1.5,5.3,2.2,3.4,0.4,0.4,2.2,-0.2,3.9,-0.4,-1.6
CC(=O)Nc1cccc2c1C(=O)N(c1ccc(C)cc1)C2=O,6.0*,3.9,-5.6,2.5,1.6,0.4,0.9,-2.2,1.7,0.0,0.8
CC1(C(=O)NNC(=O)c2cccc([N+](=O)[O-])c2)CC1(Br)Br (stereo not given),-0.7,-8.7,3.0,1.8,0.2,-0.9,-1.7,0.2,-2.0,-0.1,3.9
Cc1ccc(S(=O)(=O)NCCC(=O)N2CCN(Cc3ccccc3)CC2)cc1,-0.6,2.5,3.8,-3.4,0.3,-1.2,-2.4,-0.9,0.4,-0.8,4.0
O=C(C1CCCN1S(=O)(=O)c1cccc2cccnc12)N1CCN(c2ccccc2)CC1 (stereo not given),2.4,-2.5,3.4,3.7,-1.8,-1.1,-0.9,-3.0,-1.4,-0.1,1.6
Cc1cc(OCC(=O)NC2CCN(C)CC2)ccc1[N+](=O)[O-],-0.9,-7.3,-1.0,0.3,0.6,-1.6,-4.4,0.5,-1.2,0.5,2.9
Cc1cccc(NCc2ccccc2)c1,-1.8,7.2,1.0,-2.5,0.5,-1.5,-3.6,-1.8,-2.3,2.7,-2.0
COc1ccc(-c2nc3nc(C)c(Cc4ccccc4)c(=O)n3[nH]2)cc1,-1.1,-5.6,-2.6,0.6,0.7,-1.1,8.1*,0.4,0.3,0.4,2.4
C=C(C)C(=O)N1CCN(C(=O)C(=C)C)c2ccccc21,-0.4,3.7,6.0,-0.1,0.4,0.2,-4.4,-0.4,-0.6,1.2,-0.4
COc1ccccc1N1CCN(/N=C/c2ccc(O)cc2O)CC1,-0.1,-6.5,1.9,13.0*,0.7,-0.9,2.7,-1.6,3.0,5.2*,-0.6
Cc1cc(SCC(=O)NC(=O)c2cccn2C)nc2ccccc12,-0.1,1.0,-3.7,4.2,-0.2,0.2,0.6,3.2,1.0,-0.5,2.7
O=C(NC1CCCCC1)c1cccc2c1C(=O)c1ccc(-c3ccc(OC(F)(F)F)cc3)cc1S2(=O)=O,-1.6,0.6,-0.9,0.3,-0.2,-0.8,-0.4,-0.9,1.5,0.4,2.4
COc1ccc2nc3ccccc3nc2c1NC(=O)c1ccc(Br)cc1,-2.1,4.9,4.3,-1.0,0.3,-0.7,-3.0,-5.2,0.4,0.8,-0.1
CCCn1nnc(NC(=O)c2ccc(Br)cc2)n1,2.3,-9.7,-0.8,6.0,1.1,-1.3,3.6,-1.8,3.8,2.4,-2.8
Cc1cccc(C)c1NC(=O)Cn1nc(-c2ccc(Cl)s2)ccc1=O,-0.1,-38.9,-16.8,-1.2,0.1,-1.1,-0.6,11.1*,3.0,0.4,0.6
CC(C)COc1ccc(C(=O)Nc2ncn[nH]2)cc1,4.3,-8.3,0.3,0.9,-0.1,-0.8,-2.1,-0.9,2.2,-0.8,2.2

# Molecules listed so far containing a thiophene ring, fused or not:
SMILES,hcDAF-12 act,ADAM10 inh,ADAM17 inh,hgDAF12 agonist,DAX1 inh-1,ssDAF-12 act,SMARCA2 act,PG9 binder,GAA850 FXN act,DAX1 inh-2,NPR1 activator
CC(=O)Nc1ccc2nc(-c3cccs3)[nH]c2c1,1.2,i,i,4.7,0.9,-0.6,5.3,3.0,7.2,1.4,6.6
O=C(Nc1ccccc1N1CCOCC1)c1csc2c1CCCC2,-0.5,0.7,-2.8,4.1,-0.8,-0.9,-3.9,-1.9,-1.0,-0.7,-1.8
c1cc2c(cnc3cscc32)s1,0.7,-22.9,-7.5,3.3,0.1,-0.4,2.8,-1.6,1.6,-0.4,-2.6
Cc1cccc(C)c1NC(=O)Cn1nc(-c2ccc(Cl)s2)ccc1=O,-0.1,-38.9,-16.8,-1.2,0.1,-1.1,-0.6,11.1*,3.0,0.4,0.6

# Screening data deposited in PubChem by several laboratories.
